TSHR antagonist – human thyrotropin receptor antagonism; TSHR-expressing cells, TSH-stimulated cAMP HTRF, 2 h; active compounds read low; AID 504810; P16473; 330,000 compounds, 0.2% hits; activity change, negative = inhibition, % at 11.5 µM;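 active = activity change below a set negative limit, meaning inhibition stronger than a set level, cut at about -70% in these data; inconclusive = activity change between two set negative limits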; note: % is set by controls: 0 for no effect and ±100 for the full control effect
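TSHR-expressing cells were treated with compounds, then stimulated with TSH at EC80 (4nM final) for 2 hours at 37 deg C. Cellular cAMP was measured by HTRF competition between lysate cAMP and cAMP-d2 for a cryptate-labelled anti-cAMP antibody.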
ASM inhibitor – inhibitors of human secretory acid sphingomyelinase; P17405; placental ASM, HMU-PC fluorogenic substrate, 60 min; Potency, µM (series often up to 57.5 µM), without a hit: at the top dose activity change, negative = inhibition, actives largely listed as inhibitors; 340,000 compounds, 0.006% hits; note: potency is the fitted concentration of half-maximal effect
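qHTS format. ASM enzyme prepared from human placenta hydrolyses the fluorogenic substrate HMU-PC0 (9 uM final) over 60 min at 37 °C after a 10 min compound preincubation.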
a7 integrin act – activates integrin-mediated alleviation for muscular dystrophy. 350,000 compounds, 0.064% hits. alpha7betagal myoblasts, beta-gal FDG fluorescence, 48 h. Potency, µM (highest dose often 38.3 µM), for the others: at the highest dose activation, most hits filed as activators;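 note: potency is the fitted concentration of half-maximal effect; 100% = response of the positive control SU9516; nearly all actives have a fitted effect of over 60% in size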
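alpha7betagal+/- myoblasts (passage 13, 250/well) treated 48 h at 37C with compounds at 1:260 dilution of DMSO stock. Lysed, then beta-galactosidase activity read as FDG fluorescence (ex 480/em 540) after 30 min, with pre-read for autofluorescence.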
Tb PFK block – T. brucei PFK enzyme inhibition; AID 485367; O15648; Potency, µM (top dose mostly 57.5 µM), without a hit: at the highest dose activity, negative = inhibition, actives largely listed as inhibitors; T. brucei PFK, ADP-Glo luminescence; 330,000 compounds, 0.17% hits;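 note: potency is the fitted concentration of half-maximal effect; 0% = uninhibited 1x PFK enzyme wells and -100% = no-enzyme wells; nearly all actives have a fitted effect of over 60% in size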
Target sequence (O15648 whole entry, looked up): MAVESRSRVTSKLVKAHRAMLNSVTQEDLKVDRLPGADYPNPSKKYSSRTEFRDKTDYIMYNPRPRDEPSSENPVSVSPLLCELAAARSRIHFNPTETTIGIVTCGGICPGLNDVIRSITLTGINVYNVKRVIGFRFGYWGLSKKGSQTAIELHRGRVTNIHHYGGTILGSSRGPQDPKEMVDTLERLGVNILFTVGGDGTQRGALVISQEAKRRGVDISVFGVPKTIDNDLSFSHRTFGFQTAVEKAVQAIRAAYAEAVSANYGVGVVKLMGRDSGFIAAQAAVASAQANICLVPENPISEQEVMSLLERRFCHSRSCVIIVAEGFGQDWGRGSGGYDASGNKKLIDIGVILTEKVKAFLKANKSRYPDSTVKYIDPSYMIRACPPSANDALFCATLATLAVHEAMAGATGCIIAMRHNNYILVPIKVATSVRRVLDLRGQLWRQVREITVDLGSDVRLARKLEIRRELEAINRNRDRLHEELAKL
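Compounds were pin-transferred as a titration series up to 57 uM into substrate buffer (0.5 mM F6P, 0.1 mM ATP, pH 8.0), then 1.25 nM PFK was added and reactions ran 45 min before ADP-Glo detection.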
Eya2 phos inh – inhibitors of human Eya2 phosphatase activity; 330,000 compounds, 0.006% hits; Potency, µM (highest dose often 76.9 µM), without a hit: at the highest dose activity, negative = inhibition, usual class: inhibitors; O00167; recombinant Eya2, OMFP fluorescence dephosphorylation (OMFP is methylfluorescein phosphate); AID 488837; note: potency is the fitted concentration of half-maximal effect; % is set by controls: 0 for no effect and ±100 for the full control effect
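Eya2 protein (added as 0.2 uM solution) was preincubated with compound for 10 min at ambient temperature in 50 mM HEPES pH 7.5, 50 mM NaCl, 5 uM MgCl2, 0.05% BSA, 1 mM DTT. OMFP (added at 50 uM) then reacted 10 min; fluorescence read at 485/525 nm.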
TSG101-PTAP inh – blocks PTAP/TSG101 interaction to inhibit HIV-1 budding. Q99816. Fluorescence polarization, FITC-PTAP peptide / Tsg101 binding. Potency, µM (doses to about 115 µM), for inactives: top-dose activity change, negative = inhibition, most hits filed as inhibitors. 340,000 tested, under 10 active; active = well fitted inhibition curve with a large enough effect in the main read-out, with a control signal flat, not every such curve was filed as active; inconclusive = small, poorly fitted or top-dose-only effect, or effect the other way, or a change in a side signal; inactive = no such curve, though single readings can be large or run the other way; note: potency is the fitted concentration of half-maximal effect; % of control where 0% means no effect
Target sequence (Q99816 whole entry, looked up): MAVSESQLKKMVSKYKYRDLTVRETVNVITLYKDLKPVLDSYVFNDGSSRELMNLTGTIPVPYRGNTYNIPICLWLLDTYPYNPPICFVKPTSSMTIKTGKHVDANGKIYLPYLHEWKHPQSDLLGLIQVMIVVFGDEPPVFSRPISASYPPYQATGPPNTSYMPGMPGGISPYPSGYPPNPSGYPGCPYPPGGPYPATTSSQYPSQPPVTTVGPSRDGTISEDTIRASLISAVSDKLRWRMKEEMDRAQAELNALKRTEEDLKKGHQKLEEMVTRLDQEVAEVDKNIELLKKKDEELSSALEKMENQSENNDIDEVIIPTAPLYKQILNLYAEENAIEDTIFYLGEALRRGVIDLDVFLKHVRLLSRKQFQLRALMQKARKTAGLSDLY
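Compounds were pin-transferred onto Tsg101 binding domain (10 uM final) in HEPES pH 7.5 buffer, then FITC-PTAP peptide was added at 50 nM final. After 20 min at RT, polarization reported peptide displacement across a qHTS concentration series.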
ELG1 repair inh – ELG1-dependent DNA repair inhibition | HEK293T ELG1-luciferase reporter, luminescence, 16 h; DNA damage induced by 5-fluorouridine | Potency, µM (series often up to 46.1 µM), for the others: at the highest dose activity change, negative = inhibition, most hits filed as inhibitors | 330,000 compounds, 2.3% hits | AID 504467; note: potency is the fitted concentration of half-maximal effect; % is set by controls: 0 for no effect and ±100 for the full control effect; nearly all actives have a fitted effect of over 55% in size
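Step one: seed 2,000 cells per well. Step two: pin-transfer compound or DMSO alongside 5-fluorouridine. Step three: incubate 16 hr, 37 °C, 5% CO2. Step four: add ONE-Glo, wait 30 min, read luminescence.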
TCR activator – T cell receptor activation; 330,000 tested, under 10 active; Potency, µM (highest dose often 9.22 µM), without a hit: at the highest dose activation of IL-2 secretion, actives largely listed as activators; primary human leukocytes, anti-CD3, IL-2 HTRF, 48 h; note: % of control where 0% means no effect
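TCR engagement came from a-CD3 beads alone, with compounds added to primary human leukocytes for 48 hr. Secreted IL-2 bridged europium cryptate- and d2-labelled anti-IL-2 antibodies, giving FRET emission at 665nm after 320nm excitation.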
Chronic BCR inh – inhibitors of chronic active B-cell receptor signaling; Potency, µM (doses to about 46.1 µM), for inactives: top-dose ratio change, negative = lower green/red ratio, usual class: inhibitors; AID 493014; 340,000 compounds, 0.05% hits; ABC-DLBCL IkBa-CBG/CBR reporter, luminescence ratio, 4 h; active = well fitted inhibition curve with a large enough effect in the signal ratio, with a control signal flat, not every such curve was filed as active; inconclusive = small, poorly fitted or top-dose-only effect, or effect the other way, or a change in a side signal; the % refers to the signal ratio;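 note: potency is the fitted concentration of half-maximal effect; plate controls were basal doxycycline-induced cells for no effect and cells given 10 µM MG132 for full effect; MG132 reads +100%, hits lower the ratio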
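Concentration-response series (up to 46 uM) were applied to TMD8 dual-reporter cells for 4 h at 37C with doxycycline. Green/red ratio, after filter-overlap correction, defined %Activity; red signal alone was normalised to basal cells and zero luminescence.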
Mito fusion act – inhibitors of mitochondrial division or activators of mitochondrial fusion | 320,000 compounds, 0.23% hits | Potency, µM (series often up to 46.1 µM), for inactives: top-dose growth rescue (activation), actives largely listed as activators | S. cerevisiae fusion-defective mutant growth rescue, CellTiterGlo 48 h | AID 485298;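 note: potency is the fitted concentration of half-maximal effect; % of control where 0% means no effect; nearly all actives have a fitted effect of over 45% in size; temperature-sensitive fusion mutants such as fzo1-1 at 37 °C on non-fermentable ethanol glycerol medium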
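Growth-rescue viability read-out: after 48 h at the non-permissive 37C in glycerol/ethanol YPEG, yeast mitochondrial fusion mutants are measured by CellTiterGlo luminescence; compounds (23 nl pinned per well) restoring growth score as division inhibitors or fusion activators.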
AT treatment – potential ataxia-telangiectasia treatments restoring KAP-1 phosphorylation; […] A-T fibroblasts, KAP-1 phosphorylation AlphaLISA; neocarzinostatin DNA damage 30 min before lysis; 320,000 compounds, 0.19% hits; Potency, µM (doses to about 57.5 µM), for inactives: at the highest dose activation, usual class: activators; note: potency is the fitted concentration of half-maximal effect; % of control where 0% means no effect; nearly all actives have a fitted effect of over 45% in size
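ATM-like activity read as KAP-1 phosphorylation via AlphaLISA donor/acceptor antibody pairs after lysis and 6 hr at 25C. Cells were ATM-null patient fibroblasts ([…], hTERT), dosed 60 min, then exposed to the DSB inducer NCS for 30 min.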
* = called active by the depositor; ? = inconclusive; . = not tested or not shown; [ ] = remark or other dose. Unless noted, calls come from the whole dose curve; as a rule, active = well fitted curve in the direction sought with a large enough effect; inconclusive = small, poorly fitted or top-dose-only effect, or another doubt; inactive = no such curve, though single readings can be large; an effect the other way counts as inactive or inconclusive.

SMILES | TSHR antagonist | ASM inhibitor | a7 integrin act | Tb PFK block | Eya2 phos inh | TSG101-PTAP inh | ELG1 repair inh | TCR activator | Chronic BCR inh | Mito fusion act | AT treatment
CCOC(=O)Cc1csc(NC(=O)C(NC(=O)C2CCC(C)CC2)C(C)C)n1 (centres undefined) | 7 | 2% | -11% | 3% | -8% | 2% | 8.2µM* | -1% | ? | 8% | 18%
CCN(CC)CCCNC(=O)C1CCCN(c2nnc(N3CCCC3=O)s2)C1 (centres undefined) | 13 | 3% | -21% | 1% | 5% | -12% | 17% | 3% | -24% | 0% | -1%
COc1ccc(C2c3[nH]c4ccccc4c3CCN2C(=O)c2ccccc2C(C)=O)c(F)c1 (centres undefined) | 18 | -14% | 5% | 1% | -2% | -2% | ? | 1% | ? | -5% | -11%
CCc1ccc(NC(=O)c2cc(Br)ccc2Br)cc1 | -17 | . | . | -6% | 1% | . | 12% | . | ? | 4% | 4%
C#CCOCCOCCOCCNc1nc(N2CCN(C(=O)[C@H](CCCCN)n3cc(CCCC)nn3)CC2)nc(N2CCN(C(=O)[C@H](CCCCN)n3cc(CCCC)nn3)CC2)n1 | 0 | -1% | 22% | 9% | 0% | -2% | 1% | 1% | 1% | 0% | -6%
CC(C)C(=O)N1CCC2(CC1)Oc1ccc(F)cc1C(=O)C21CC(c2ccccc2)=NO1 (centres undefined) | -3 | -7% | 11% | 2% | 1% | -4% | -18% | -1% | ? | -2% | 0%
Cc1noc(C)c1COc1ccc(C(=O)OCC(N)=O)cc1 | -3 | 1% | 8% | -1% | -7% | -3% | ? | 6% | -5% | -7% | -3%
FC(F)Sc1nc(-c2ccccc2)c(-c2ccccc2)n1C(F)F | -10 | 2% | -3% | 1% | -6% | -4% | -8% | -1%[46.1 µM] | 14% | 7% | -3%
Cc1ccc(C(=O)NN2C(=O)C3C4C=CC(C4)[C@@H]3C2=O)cc1 (some centres undefined) | -2 | 3% | -19% | -2% | 3% | 0% | ? | -3% | -1% | 3% | 15%
OC(CNC1Cc2ccccc2C1)COc1ccc(Cl)cc1 (centres undefined) | 6 | 1% | 5% | -7% | -8% | 0% | -7% | 14% | ? | -2% | -5%
COc1ccc(CCNC(=O)CSc2nnc(-c3ccc(F)cc3)c3ccccc23)cc1OC | -6 | 0% | -12% | -1% | -7% | -11% | ? | 4%[46.1 µM] | ? | -2% | 1%
COc1ccc(OC)c(CN2CCN(Cc3cccc4ccccc34)CC2)c1 | 17 | -5% | 11% | -3% | -5% | -1% | ? | 7% | 0% | 3% | 3%
CC(=NCc1ccc2c(c1)OCO2)C1=C(O)c2ccccc2C1=O | -9 | -6% | 12% | -1% | -21% | -4% | 12% | -7% | -3% | -2% | 0%
Cc1ccc(NC(=O)C2CC(=O)N(Cc3ccccc3)C2)cc1S(=O)(=O)N1CCCCCC1 (centres undefined) | -15 | -7% | -18% | -4% | -6% | -3% | ? | -5%[46.1 µM] | 6% | -5% | -1%
COCCCNCCCCOc1cccc(Br)c1 | 11 | . | -54%[inhibitor] | -2% | 5% | -3% | -5% | 3%[46.1 µM] | -1% | 4% | 8%
COc1ccccc1NC(=O)N1CCN(c2ncccn2)CC1 | -10 | 0% | 2% | 3% | 9% | -2% | 2% | 5% | ? | -5% | 9%

6 compounds already listed, sorted by molecular weight, highest first:
SMILES | TSHR antagonist | ASM inhibitor | a7 integrin act | Tb PFK block | Eya2 phos inh | TSG101-PTAP inh | ELG1 repair inh | TCR activator | Chronic BCR inh | Mito fusion act | AT treatment
COc1ccc(C2c3[nH]c4ccccc4c3CCN2C(=O)c2ccccc2C(C)=O)c(F)c1 (centres undefined) | 18 | -14% | 5% | 1% | -2% | -2% | ? | 1% | ? | -5% | -11%
CC(C)C(=O)N1CCC2(CC1)Oc1ccc(F)cc1C(=O)C21CC(c2ccccc2)=NO1 (centres undefined) | -3 | -7% | 11% | 2% | 1% | -4% | -18% | -1% | ? | -2% | 0%
CCc1ccc(NC(=O)c2cc(Br)ccc2Br)cc1 | -17 | . | . | -6% | 1% | . | 12% | . | ? | 4% | 4%
OC(CNC1Cc2ccccc2C1)COc1ccc(Cl)cc1 (centres undefined) | 6 | 1% | 5% | -7% | -8% | 0% | -7% | 14% | ? | -2% | -5%
COc1ccccc1NC(=O)N1CCN(c2ncccn2)CC1 | -10 | 0% | 2% | 3% | 9% | -2% | 2% | 5% | ? | -5% | 9%
Cc1ccc(C(=O)NN2C(=O)C3C4C=CC(C4)[C@@H]3C2=O)cc1 (some centres undefined) | -2 | 3% | -19% | -2% | 3% | 0% | ? | -3% | -1% | 3% | 15%

From PubChem BioAssay

Rows were taken by chance; overall some 3.2% were active at least once.
